GLD-1 TGE inh: GLD-1-TGE RNA interaction inhibition (C. elegans); Q17339; 320,000 compounds, 0.44% hits; purified GLD-1 + fluorescein TGE RNA, fluorescence polarization; inhibition, % at 5.96 µM;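 active means percent inhibition above a per-plate cutoff, the plate mean of test compounds plus 3 SD, cut at about 30% in these data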;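 further: 0% = DMSO wells with GLD-1 and probe and 100% = wells lacking GLD-1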
Efflux pump mplx: blocks antifungal efflux pumps in multiplex yeast assay; S. cerevisiae Candida pump triplex, Nile Red efflux; inhibition, % at 10 µM; 330,000 compounds, 0.44% hits; AID 485275;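 active means plate passing quality check with inhibition over a set limit, or well fluorescence over plate mean plus 4 SD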;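 further: Nile Red retained in pooled yeast measured as flow cytometry median fluorescence; 0% = buffer negative control and 100% = Enniatin B positive control; higher means more Nile Red kept so more efflux inhibition; some compounds called inactive have numbers as strong as hits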
Fam108B counter: Fam108B inhibition, counter-screen for RBBP9 inhibitors | recombinant Fam108B, FP-Rh probe fluorescence polarization | 300,000 compounds, 0.33% hits | inhibition, % at 9.51 µM;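 active means inhibition above the screen mean inhibition plus 3 SD, computed separately per campaign, cut at about 18% in these data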;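 further: inhibitors lower polarization as less probe binds the enzyme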
EBNA-1 inh: blocks EBNA-1 binding to DNA; EBNA-1 DNA binding, fluorescence polarization; inhibition, % at 14.8 µM; 300,000 compounds, 0.34% hits; AID 1950; in the data active means inhibition above about 28%
MCL1-BIM inh: MCL1-BIM-BH3 interaction inhibition (human) | inhibition, % at 10.9 µM | Q07820 | AID 2057 | 320,000 compounds, 0.68% hits | GST-MCL1 / FITC-Bim-BH3 fluorescence polarization;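 active means inhibition above the mean inhibition of all tested compounds plus 3 SD, set per campaign, cut at about 40% in these data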;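 further: 0% = DMSO wells and 100% = unlabeled Bim-BH3 peptide control; higher means more loss of mP so more displacement of Bim peptide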
Target sequence (Q07820 whole entry, looked up): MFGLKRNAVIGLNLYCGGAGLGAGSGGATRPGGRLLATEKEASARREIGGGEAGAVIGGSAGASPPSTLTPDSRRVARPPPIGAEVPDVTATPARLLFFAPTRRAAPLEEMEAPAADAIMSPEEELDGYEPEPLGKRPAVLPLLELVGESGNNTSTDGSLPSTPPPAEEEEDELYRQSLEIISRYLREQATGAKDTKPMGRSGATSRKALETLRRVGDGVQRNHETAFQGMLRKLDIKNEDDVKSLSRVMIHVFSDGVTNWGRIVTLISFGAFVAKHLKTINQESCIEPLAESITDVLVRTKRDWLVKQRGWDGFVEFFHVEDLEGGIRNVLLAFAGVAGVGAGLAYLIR
ZTA counter: ZTA (EBV) inhibition in EBNA-1 counter-screen. 320,000 compounds, 0.15% hits. inhibition, % at 11 µM. ZTA-DNA binding, fluorescence polarization. P03206; in the data active means inhibition above about 33%
Target sequence (P03206 whole entry, looked up): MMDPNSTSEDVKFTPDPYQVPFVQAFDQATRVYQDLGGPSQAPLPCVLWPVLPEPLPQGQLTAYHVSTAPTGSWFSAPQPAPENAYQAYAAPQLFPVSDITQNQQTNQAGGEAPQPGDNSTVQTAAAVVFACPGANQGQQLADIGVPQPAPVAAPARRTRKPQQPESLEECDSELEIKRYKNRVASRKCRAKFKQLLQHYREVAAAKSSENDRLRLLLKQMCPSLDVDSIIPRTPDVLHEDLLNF
MEX-5 binding: C. elegans MEX-5 TCR-2 RNA binding activity; MEX-5/FITC-TCR2 RNA binding, fluorescence polarization; hits give low values; activity score (negative = inhibition of binding), % at 10 µM; 300,000 compounds, 0.38% hits; Q9XUB2;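 active means inhibition past about -25% in most replicates, and total fluorescence under double the plate's negative control median, limit read from the data; inconclusive means replicates evenly split on the limit, or fluorescence at least double controls; inactive means too little inhibition in most replicates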;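 further: 0% = DMSO and -100% = 5 µM competing unlabeled TCR2 RNA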
Target sequence (Q9XUB2 whole entry, looked up): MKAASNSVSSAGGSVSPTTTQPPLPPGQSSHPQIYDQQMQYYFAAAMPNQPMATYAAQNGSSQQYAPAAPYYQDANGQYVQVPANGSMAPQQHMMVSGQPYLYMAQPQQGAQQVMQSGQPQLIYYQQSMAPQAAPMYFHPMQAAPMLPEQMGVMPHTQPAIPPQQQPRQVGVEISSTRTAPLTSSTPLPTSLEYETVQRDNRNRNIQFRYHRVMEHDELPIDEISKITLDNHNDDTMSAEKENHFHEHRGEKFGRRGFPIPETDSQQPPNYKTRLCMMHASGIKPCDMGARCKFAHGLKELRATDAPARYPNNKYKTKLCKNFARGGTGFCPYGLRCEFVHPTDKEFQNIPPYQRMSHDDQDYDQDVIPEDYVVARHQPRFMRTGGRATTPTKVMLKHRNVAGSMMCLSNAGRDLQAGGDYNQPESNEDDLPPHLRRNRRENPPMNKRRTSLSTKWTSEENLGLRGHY
Yeast superoxide: yeast age-related superoxide inhibition as caloric restriction mimetic | 330,000 compounds, 0.18% hits | AID 2690 | S. cerevisiae aged cells, superoxide DHE fluorescence; hits give low values | superoxide response (% of plate mean), % at 10 µM;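 active means superoxide response under a set limit, about three screen SD below normal, cut at about 65% in these data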;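 further: yeast aged for seven days with compound at 30 °C before DHE staining; 100% = average MFI of all compound-treated wells on the plate with controls excluded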
Bcl-xL primary: Bcl-xL (human) inhibition. Q07817. GST-Bcl-xL / FITC-Bim BH3 peptide fluorescence polarization. AID 2129. 320,000 compounds, 0.7% hits. inhibition, % at 10.9 µM;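 active means inhibition above the mean of all tested compounds plus 3 SD, cutoff set per campaign, cut at about 30% in these data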;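 further: 0% = DMSO wells and 100% = unlabeled Bim-BH3 peptide competitor; inhibitors lower millipolarization by displacing the labeled peptide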
* hit, by the source's call; ? = inconclusive.

SMILES	GLD-1 TGE inh	Efflux pump mplx	Fam108B counter	EBNA-1 inh	MCL1-BIM inh	ZTA counter	MEX-5 binding	Yeast superoxide	Bcl-xL primary
O=C1c2ccccc2C(=O)N1CC(O)Cn1nnc2ccccc21 (configuration not stated)	7	0.1	1	7	0	3	-0.7	103	3
CC(=O)N(c1ccc(Br)cc1)C1C=CS(=O)(=O)C1 (configuration not stated)	6	-0.2	-3	-1	0	-17	-0.3	98	4
Cc1cc(=O)oc2cc(OCC(=O)NCCN3CCOCC3)ccc12	1	0.0	0	4	4	21	2.4	105	4
O=C(Nc1ccc(N2CCN(C(=O)c3cccs3)CC2)cc1)c1ccco1	6	0.2	2	10	3	3	-4.3	87	1
CC(=O)Nc1c(C)ccc(CNC(=O)COc2ccc(F)cc2)c1C	4	0.0	2	-2	5	-2	-0.6	92	2
Cc1cccc(NC(=O)CN2C(=O)S/C(=C\c3ccc(-c4cccc(C(=O)O)c4C)o3)C2=O)c1	11	0.0	-1	6	15	-10	-12	103	5
Cc1ccccc1S(=O)(=O)Nc1nc2ccccc2nc1NCCO	1	-0.2	5	0	10	-7	-3.7	96	8
CC1(C)NC(=O)N(CC(O)COc2ccc(-c3ccc(C#N)cc3)cc2)C1=O (configuration not stated)	-3	0.1	-10	-17	-1	-14	1.3	101	1
COc1ccccc1CNS(=O)(=O)c1ccc2c(c1)CC(=O)N2C	7	0.1	-2	-5	7	7	1.4	119	4
CC(=O)c1ccc(OCC(=O)NCC2(N3CCCCC3)CCCCC2)cc1	-2	0.0	0	17	-14	-5	-0.1	93	-12
Cc1oc(=O)c(NC(=O)c2ccc(Cl)cc2)cc1C(=O)c1ccccc1	2	-0.2	0	2	6	-8	-5.7	85	5
COc1cccc(C(=O)N2CCN(C(=O)COc3ccc4ccccc4c3)CC2)c1	-4	0.0	-2	10	0	16	-0.4	102	1
CCOc1ccc(S(=O)(=O)Nc2ccc(C(=O)NCCCN3CCOCC3)cc2)cc1	7	-0.2	-1	1	-4	7	2.3	98	3
CC(=O)Cn1ncc(N2CCOCC2)cc1=O	7	0.1	4	0	3	7	2.7	105	0
COc1ccccc1C(=O)N(CCC1CCCN1C)c1nc2ccccc2s1 (configuration not stated)	-2	0.0	5	5	2	4	2.1	110	-2
CCCCCCn1c(NCC)nc2c1c(=O)[nH]c(=O)n2C	5	-0.1	-4	3	1	8	0.1	102	3
CCCSC1=N/C(=C/c2ccsc2)C(=O)N1c1ccccc1	-2	3.3	-1	0	-4	-2	-0.6	93	1
Cc1ccc(C2N(c3ccc(Cl)c(Cl)c3)C(=O)C3CCCN32)o1 (configuration not stated)	-1	0.2	-1	-8	4	-13	-3.8	100	7
CCOc1ccc(CNS(=O)(=O)c2ccc(-c3ccc(=O)[nH]n3)o2)cc1OC	8	0.0	0	-4	0	-4	1.1	111	-1
Cc1cc(C(=O)NC2=NCCS2)c2ccccc2n1	1	-0.1	4	10	1	2	-0.6	92	-2
S=C(NCc1ccco1)N1CCC(c2nc3ccccc3o2)CC1	6	-0.3	-1	-6	6	5	1.3	93	4
CCN1CCN(C(=O)c2cc(=O)c3cc(C)ccc3o2)CC1	-2	-0.1	-1	-3	11	15	-2.7	89	11
O=C(NCCc1ccccc1)c1cnc2sccn2c1=O	-2	-0.1	-1	-2	4	2	-0.2	84	4
CCOC(=O)C1=C(C)N=C2SC(C(=O)OC)=CC(=O)N2C1c1ccc(F)cc1 (configuration not stated)	-10	0.0	-17	-5	10	3	-0.8	94	3
COc1ccc(C[C@H]2CN3C(=NC[C@@H]3C(C)C)N2C[C@H](C)NC(=O)c2ccc(C)c(Br)c2)cc1	-12	0.2	-8	-8	-24	-15	1.3	97	-12
CC(C)C(=O)Nc1ccc(NC(=O)c2cccnc2)cn1	-8	0.0	0	4	0	-14	1.5	96	0
O=C(COC(=O)Cc1ccsc1)NCC1CCCCC1	3	-0.3	3	-3	7	6	0.3	99	2
COc1ccc(NC(=O)N2CCCCCC2)c(OC)c1	-1	-0.1	2	9	8	18	-3.7	109	0
Cc1cc(S(=O)(=O)N2CCOCC2)ccc1OCC(=O)N1CCC(C(N)=O)CC1	10	0.0	0	5	3	4	0.4	109	8
CCCCNC(=O)c1onc(CSc2cc(C)ccc2C)c1C(=O)O	-8	0.0	-5	4	3	11	1.5	91	8
CCOCCn1c(SC)nc2c1c(=O)[nH]c(=O)n2C	-3	0.4	-2	-17	-7	1	0.6	98	-5
c1ccc(CNC23CC4CC(CC(C4)C2)C3)nc1	-4	0.0	0	9	1	5	-1.6	97	1
Cc1cc(Cl)c(S(=O)(=O)N2CCSCC2)cc1OCC(N)=O	1	0.0	-1	2	-1	7	-0.1	98	6
CCC1=NN(C(=O)Cc2ccc([N+](=O)[O-])cc2)C(O)(C(F)(F)F)C1 (configuration not stated)	-1	-0.2	1	8	0	5	2.2	112	6
COc1ccc(CNC(=O)[C@@H]2CC=C[C@@H]3CCN(C4CCCCC4)C(=O)[C@@H]32)cc1	4	0.0	0	3	2	-7	1.2	90	4
CCOC1=C/C(=C/c2c(N)n3nc(CC(=O)N4CCCC4)sc3nc2=O)C=CC1=O	-30	0.2	0	-5	0	-10	32	112	3
CC1Cc2ccccc2N1C(=O)c1cc2sccc2n1Cc1ccc(F)cc1 (configuration not stated)	6	0.1	-1	-1	-11	20	-0.6	87	-9
CS(=O)(=O)N(CC(=O)Nc1ccc(CC#N)cc1)c1ccc(C23CC4CC(CC(C4)C2)C3)cc1	8	0.1	-37	-2	8	-5	3.2	117	5
CCc1ccc(N2C(=O)C3C4CCC(C4=C(C)C)C3C2=O)cc1 (configuration not stated)	8	0.1	3	11	-2	4	-0.7	89	-1
Cc1c(-c2ccc(O)cc2)nc2nc(-c3ccccc3)c(-c3ccccc3)nn12	22	0.1	-5	7	112*	11	7.1	120	118*
CCc1ccc(C(=O)CSc2nc(C)cc(=O)[nH]2)cc1	-5	0.2	-5	-8	-1	6	0.5	105	-1
COc1ccc(NC(=O)/C=C/c2ccc(OC(F)F)cc2)cn1	0	0.2	-4	-24	6	0	0.9	98	6
Cc1ccc(S(=O)(=O)c2nnn3c2nc(N2CCC(C(N)=O)CC2)c2ccccc23)cc1	1	0.2	3	-18	-1	-8	-1.3	112	2
COc1cccc2c1Oc1ncccc1N(C(=O)CCC(=O)NCc1ccccc1Cl)C2	-2	-0.1	2	4	1	-10	-2.8	100	2
COc1ccc(CC(=O)N2CC(C)CC(C)C2)cc1OC (configuration not stated)	8	0.1	7	2	1	10	-2.9	94	4
O=C(NCCc1ccccc1)c1ccc(-c2ccc(F)cc2)o1	2	0.0	0	9	-1	13	1.4	110	8
CCn1c(/C=C/c2ccc(F)cc2)nc2ccccc2c1=O	-1	-0.1	0	2	1	-25	1.7	109	0
Cc1cc(C)cc(N(CC(=O)N2CC=C(c3ccccc3)CC2)S(=O)(=O)c2c(C)noc2C)c1	3	0.3	-2	-14	1	-12	-1.5	108	-2
COc1ccc2[nH]c3c(N4CCc5ccccc5C4)ncnc3c2c1	4	-0.2	19*	1	0	-3	-1.5	113	4
O=C(COC(=O)Cn1[nH]c(=O)c2ccccc2c1=O)Nc1c(Cl)cccc1C(F)(F)F	3	0.2	-1	-4	0	10	0.6	103	-4
CCOc1ccc(CNC(=S)N/N=C/c2cccnc2)cc1	2	-0.1	2	2	5	6	0.3	75	-1
O=C(c1nn2c(C(F)(F)F)cc(-c3ccco3)nc2c1Br)N1CCCc2ccccc21	-9	0.2	11	-7	6	-7	0.4	90	7
CC(C)Cn1cc(F)c(=O)n(CC(C)C)c1=O	-6	0.3	3	-14	7	7	3.3	99	2
COc1ccc(OCC(=O)Nc2ccc(S(=O)(=O)N3CCCC3)cc2)cc1	2	0.0	-1	3	-4	21	1.8	104	2
COc1ccc(N2CCc3c(C)nc4c(OC)cc(OC)cc4c32)cc1	-3	-0.1	-2	7	1	7	2.3	84	4
COCCCNC(=O)c1cc2c(=O)n(C)c3ccccc3c2n1C	0	-0.2	3	4	7	-15	-0.4	107	5
CCC(=O)N/C(=N/c1nc(C)cc(C)n1)Nc1ccccc1	3	0.0	-1	-3	1	-13	1.3	96	3
O=C(Nc1ccc2ncccc2c1)c1ccccc1	14	-0.1	-3	5	-23	-23	-1.8	91	-8
CCCC(=O)Nc1ccc(NC(=O)CCc2ccccc2)cn1	4	-0.1	4	3	10	12	-0.2	100	11
NS(=O)(=O)c1ccc(CCNC(=O)C(c2ccccc2)c2ccccc2)cc1	0	0.0	0	13	-2	7	1.2	97	3

Next section:
SMILES	GLD-1 TGE inh	Efflux pump mplx	Fam108B counter	EBNA-1 inh	MCL1-BIM inh	ZTA counter	MEX-5 binding	Yeast superoxide	Bcl-xL primary
CC(=O)c1cccc(Nc2nc(-c3sc(C)nc3C)cs2)c1	2	0.1	5	-3	-4	9	3.5	106	2
O=C(CN1CCN(CC(=O)Nc2ccc(-c3ccccc3)cc2)CC1)Nc1ccc(F)cc1	6	0.2	3	-8	-15	-8	2.0	103	4
O=C(CNC(=O)c1ccccc1)OCc1nnc(-c2ccccc2)o1	5	0.0	0	9	-2	2	-2.6	111	0
Cc1cc(C)n(CC(C)NC(=O)CCc2nnc(CCc3ccccc3)o2)n1 (configuration not stated)	8	0.0	0	-7	-3	5	-2.1	98	2
Cc1ccc(-n2nc3c(c2NC(=O)c2c(-c4ccccc4Cl)noc2C)CS(=O)(=O)C3)c(C)c1	3	0.1	-4	5	5	-6	-1.5	66	6
COc1ccc(CCNC(=O)Cn2cccc2C(=O)c2ccccc2)c(OC)c1	4	0.0	2	3	-3	-3	-1.9	86	-2
Cc1ccc(C(=O)N2CCN(c3ccccn3)CC2)cc1[N+](=O)[O-]	1	0.0	2	1	1	6	-3.4	90	3
CCCNC(=O)c1ccccc1NC(=O)c1ccc2c(c1)NC(=O)C(C)S2 (configuration not stated)	-3	0.0	-8	-1	-8	-2	1.6	113	-5
COc1cc(/C=C2\SC(=S)N(NC(=O)c3ccc(O)cc3)C2=O)ccc1O	-26	0.5	-228	-1	-8	-2	?	109	-1
Cc1cccc(NC(=O)/C=C/c2ccc3c(c2)OCO3)n1	3	1.1	-9	-9	-7	1	2.3	131	-8
Cc1cccc(CNC(=O)C2CCC(=O)N(C3CCCC3)C2)c1 (configuration not stated)	-7	-0.1	-1	0	1	1	-0.2	111	0
O=C(c1ccc(C(F)(F)F)n(Cc2ccc(Cl)cc2)c1=O)N1CCOCC1	3	0.6	5	8	4	8	-2.9	103	4
Cc1ccc(NC(=S)N2CCCC2)cc1	-4	0.1	-7	-5	-6	0	-0.4	101	-4
O=C(CSc1ncnc2ccccc12)c1ccco1	-11	0.0	6	7	22	-3	3.6	91	13
O=C(CCn1cncn1)N1CCCC(N2CCN(c3cccc(C(F)(F)F)c3)CC2)C1 (configuration not stated)	5	0.0	1	-8	-2	-7	-0.2	98	-1
C=CCSC1=N/C(=C\C=C\c2ccco2)C(=O)S1	0	0.1	16	4	47*	16	-0.1	101	13

Part of the list above with just GLD-1 TGE inh and Efflux pump mplx:
| structure | GLD-1 TGE inh | Efflux pump mplx |
| --- | --- | --- |
| O=C(CN1CCN(CC(=O)Nc2ccc(-c3ccccc3)cc2)CC1)Nc1ccc(F)cc1 | 6 | 0.2 |
| O=C(CNC(=O)c1ccccc1)OCc1nnc(-c2ccccc2)o1 | 5 | 0.0 |

Source: PubChem (several laboratories)

An unsorted share of the library. About 2.3% of those tested had a hit in this group.
